aSyn yeast rescue: alpha-synuclein toxicity suppression in yeast; S. cerevisiae alpha-synuclein toxicity rescue, BacTiter-Glo growth, 24 h; Potency, µM (series often up to 46.1 µM), for inactives: at the highest dose growth rescue (activation), hits mostly activators; actives 0.02% (n = 94,000); active = well fitted activation curve with a large enough effect; inconclusive = small, poorly fitted or top-dose-only effect; also: 0% is about no effect
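Growth restoration measured by BacTiter-Glo luminescence after 24 hr at 30 deg C; alpha-synuclein yeast, raffinose-pregrown to mid-log, were added at OD600=0.02 in galactose medium onto pinned compounds.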
* = called active by the depositor; ? = inconclusive; & = joins results of further samples; [ ] = remark or other dose. Potency is read from the fitted curve at half-maximal effect.

Preview, 2 compounds:
SMILES	aSyn yeast rescue
Cc1ccc(NC(=O)Cn2c(=O)cc(-c3ccccc3)c3c(C)nn(C)c32)c(Cl)c1	-1%
COc1ccc(CC(=O)NCC(c2ccc(N(C)C)cc2)N2CCOCC2)cc1OC (stereo not given)	-4%

Results, previewed entries included:
SMILES	aSyn yeast rescue
Cc1ccc(NC(=O)Cn2c(=O)cc(-c3ccccc3)c3c(C)nn(C)c32)c(Cl)c1	-1%
COc1ccc(CC(=O)NCC(c2ccc(N(C)C)cc2)N2CCOCC2)cc1OC (stereo not given)	-4%
COc1cc(C(=O)NC(=S)Nc2ccc3[nH]c(=O)[nH]c3c2)cc(OC)c1OC	0%
Cc1ccnc2nc(C(=O)OCC(=O)N(C)C3CCCCC3)nn12	-6%
O=C(NCCC1=CCCCC1)c1ccc2c(c1)ncn2-c1cccc(Cl)c1	-9%
Cc1cccc2c1-c1sc(C(=O)Nc3cccc([N+](=O)[O-])c3C)cc1CO2	-11%
CCCCn1c(-c2ccc(C)cc2)c(C)n2c3c(=O)n(C)c(=O)n(C)c3nc12	0%
O=C(O)c1ccc(Nc2nc(-c3cc4ccccc4oc3=O)cs2)cc1O	7%
Cn1c(=O)n(C)c2cc(N3CCOCC3)c(NC(=O)c3c(F)cccc3F)cc21	-7%
CCN1CCc2c(sc(-n3cccc3)c2C(C)NC(=O)Nc2ccc(Br)cc2)C1 (stereo not given)	-37%[inhibitor]
COC(=O)c1ccccc1NC(=O)c1ccc(-c2nc(CSc3ccc(C)cc3)c(C)o2)cc1	8%
COc1cc(CCC(=O)OCC(=O)Nc2ccc(Br)cc2F)cc(OC)c1OC	-7%
COc1ccc(NC(=O)CCc2nc3cccnc3n2-c2ccccc2)cc1Cl	-8%
Cc1c(O)nc(SCC(=O)Nc2ccc(Cl)cc2Cl)n(-c2ccc(F)cc2)c1=O	6%
N/C(=N\N=C\c1cccs1)SC1CC(=O)N(c2cccc([N+](=O)[O-])c2)C1=O (stereo not given)	0%
Cc1ccc(C)n1CCN1CCN(C(=O)c2ccc(Cl)cc2)CC1	-4%
Cc1cc2[nH]cnc2c([N+](=O)[O-])c1C	6%
CCCCN1C(=O)C(CC(=O)NCc2ccco2)CC(C(=O)N(C)C)=C1C (stereo not given)	13%
CCC(Sc1ncnc2sc3c(c12)CCCC3)C(=O)OCC(C)C (stereo not given)	5%
O=C(CN1CCN(Cc2ccccc2Cl)C1=O)NCCc1ccc(Cl)cc1	?
COCCCNC(=O)CCc1c(C)nc2nc(-c3cc(OC)cc(OC)c3)nn2c1C	4%
Cc1cc(C)nc(-n2nc(C)c3c2N(Cc2ccccc2C)C(=O)CC3c2ccc(Cl)cc2)n1 (stereo not given)	9%
Cc1ccc2c(c1)CC(C)N2S(=O)(=O)c1nnc(NC(=O)C(C)C)s1 (stereo not given)	-4%
CCCn1c(SCC(=O)Nc2cccc(S(=O)(=O)NC3=NCCCCC3)c2)nc2ccccc2c1=O	-7%

4 compounds drawn at random from those above:
SMILES	aSyn yeast rescue
Cc1ccc2c(c1)CC(C)N2S(=O)(=O)c1nnc(NC(=O)C(C)C)s1 (stereo not given)	-4%
Cc1cc2[nH]cnc2c([N+](=O)[O-])c1C	6%
COc1ccc(NC(=O)CCc2nc3cccnc3n2-c2ccccc2)cc1Cl	-8%
Cc1c(O)nc(SCC(=O)Nc2ccc(Cl)cc2Cl)n(-c2ccc(F)cc2)c1=O	6%

Copied from the list:
Cc1ccc(C)n1CCN1CCN(C(=O)c2ccc(Cl)cc2)CC1 in aSyn yeast rescue has -4%
N/C(=N\N=C\c1cccs1)SC1CC(=O)N(c2cccc([N+](=O)[O-])c2)C1=O (stereo not given) in aSyn yeast rescue has 0%
COCCCNC(=O)CCc1c(C)nc2nc(-c3cc(OC)cc(OC)c3)nn2c1C in aSyn yeast rescue has 4%

Continued:
SMILES	aSyn yeast rescue
Cc1cc2occ(CC(=O)N(C)CC(=O)Nc3c(C)cccc3C)c2cc1C	11%
COC(=O)C(Cc1c[nH]c2ccccc12)NC(=O)C1CC1 (stereo not given)	2%
CCOC(=O)c1c(C)[nH]c(C)c1S(=O)(=O)N1CCN(c2cccc(C(F)(F)F)c2)CC1	-6%
Cc1nc2c(C(=O)NCCc3ccc(Cl)cc3)c[nH]n2c(=O)c1Cc1ccccc1F	-8%
Cn1c(=O)c2sccc2n2c(CCCC(=O)NC3CCCCC3)nnc12	5%
Cc1nc2c(-c3ccccc3)c(C)nn2c(C)c1CCC(=O)NCc1ccccc1Cl	-2%
CCCCSc1nnc2n(-c3ccc(OC)cc3)c(=O)c3c4c(sc3n12)COC(C(C)C)C4 (stereo not given)	6%
COC(=O)c1cc(C(=O)NCC2CCCCC2)cc([N+](=O)[O-])c1	-9%
COc1ccccc1CNC(=O)c1ccc(-c2nc(CS(=O)c3ccccc3)c(C)o2)cc1 (stereo not given)	-2%
Cc1c(Cl)cccc1NC(=O)C(C)n1c(=O)cc(C)c2c(C)nn(-c3ccccc3)c21 (stereo not given)	2%
Cc1noc(C)c1S(=O)(=O)N(CC(=O)Nc1ccc(F)cc1F)c1ccc(C(C)C)cc1	0%
CC(C)C1C(=O)N(Cc2cn(Cc3ccco3)nn2)CCS(=O)(=O)N1Cc1ccc(-c2cccc(N(C)C)c2)cc1 (stereo not given)	7%
CCS(=O)(=O)N1CCC(C(=O)NCc2cccc(OC)c2)CC1	-4%
COc1cccc(C2N(Cc3ccccc3)C(=O)C2(F)F)c1OC (stereo not given)	9%
O=C(NCc1cccc(Cl)c1)C1CCN(C(=O)c2sccc2-n2cccc2)CC1	12%
CCOC(=O)CSc1nc(N)nc(C)c1Cl	10%
O=C(c1ccc(Br)cc1)N(Cc1ccco1)c1ccccn1	5%
CCOc1ccc(-c2c(C)nn3c(C)c(C(=O)NCc4ccc(Cl)cc4)cnc23)cc1OCC	-5%
O=C(Nc1cccc(Cl)c1)c1cccc(N2C(=O)C3CC=CCC3C2=O)c1 (stereo not given)	1%
C/C(=N/NS(=O)(=O)c1ccc(Br)cc1)c1cccc(NC(=O)C2CC2)c1	7%
COc1cccc(/C=C2\SC(=S)N(C(C(=O)O)c3ccccc3)C2=O)c1OC (stereo not given)	1%
CSc1ccc(CCNC(=O)c2cnn(-c3ccccc3)c2-n2cccc2)cc1	-22%
CC(C)(C)OC(=O)N1CCC(c2c(C(=O)NCCN3CCOCC3)cnn2-c2ccc(F)cc2F)CC1	6%
O=C(Nc1cccc([N+](=O)[O-])c1)C1CC(=O)N(Cc2ccccc2)C1 (stereo not given)	2%

Taken from above (4 entries):
SMILES	aSyn yeast rescue
Cc1ccc2c(c1)CC(C)N2S(=O)(=O)c1nnc(NC(=O)C(C)C)s1 (stereo not given)	-4%
CCCn1c(SCC(=O)Nc2cccc(S(=O)(=O)NC3=NCCCCC3)c2)nc2ccccc2c1=O	-7%
Cc1cc2occ(CC(=O)N(C)CC(=O)Nc3c(C)cccc3C)c2cc1C	11%
COC(=O)C(Cc1c[nH]c2ccccc12)NC(=O)C1CC1 (stereo not given)	2%

Next section
SMILES	aSyn yeast rescue
CCC(=O)N1CCc2cc(S(=O)(=O)NC(C(=O)NCCc3ccc(Cl)cc3)C(C)C)ccc21 (stereo not given)	-1%
CCCCCc1ccc(-c2ccc(OCC)cc2)nc1	-20%
Cc1ccc(CCNC(=O)c2ccc(CS(=O)(=O)c3ccc(Cl)cc3)o2)cc1	-8%
CC1CCCN(C(=O)C2CC(=O)N(c3ccc(Cl)cc3)C2)C1 (stereo not given)	-1%
COc1ccc(C2CC(=O)Nc3c2c(=O)[nH]c2nc4ccccc4n32)cc1 (stereo not given)	3%
COc1ccc(CCNC(=O)c2cc(-c3ccco3)on2)cc1OC	2%
O=C(Nc1nc2c(F)cccc2s1)C1CC1	7%
Cc1cc(SCC(=O)NCc2ccc(Cl)cc2)nc(=O)[nH]1	-2%
COc1cc(-c2cc(-c3ccc(F)cc3)nc(N)c2C#N)ccc1O	-4%
COc1cc(CN(C(=O)c2ccc(C)cc2)C2CCS(=O)(=O)C2)cc(OC)c1OC (stereo not given)	4%
Cc1cc(C)c2nc(-c3ccccn3)cc(C(=O)NCc3ccc(S(N)(=O)=O)cc3)c2c1	4%
CCOC(=O)C1(Cc2ccccc2)C(=O)Nc2ccccc21 (stereo not given)	9%
CC(Cc1cccnc1)NC(=O)CCc1nnc(-c2ccccc2)o1 (stereo not given)	-4%
O=c1[nH]c2ccccc2n2c(=S)[nH]nc12	4%
Cc1ccc2c(c1)-c1nc(-c3ccc4c(c3)NC(=O)CO4)cc(-c3ccc(F)cc3)c1CO2	-2%
Oc1ccc(/C=N/NC(=S)Nc2cccnc2)c(O)c1O	-12%
CC(=O)c1ccc(NC(=O)c2sc(-n3nc(C)c(Cc4ccc5c(c4)OCO5)c3C)nc2C)cc1	3%
O=C(c1ccc(CS(=O)c2ccccc2Cl)o1)N1CCN(c2cccc(C(F)(F)F)c2)CC1 (stereo not given)	1%
CC(=O)CSc1nc2nccnc2[nH]1	2%
COC(=O)c1cc(C(=O)OC)cc(-n2c(C)cc(C=O)c2C)c1	12%
Cc1c(NC(=O)c2ccc(N(C)S(=O)(=O)c3ccccc3)cc2)c(=O)n(-c2ccccc2)n1C	7%
CCOC(=O)C1CCN(c2cc3c(cc2NC(=O)c2ccccc2Cl)n(C)c(=O)n3C)CC1	0%
Cc1ccc(-n2nc(C(=O)Nc3ccc(F)cc3F)c3c4ccccc4n(C)c3c2=O)cc1	-5%
COc1ccc(CC(=O)N2CCc3cc(OC)c(OC)cc3C2COc2cc(C)cc(C)c2)cc1OC (stereo not given)	4%
Cc1cccc(CNC(=O)c2ccc(NC(=O)N3CCSc4ncccc43)cc2)c1	6%
O=C(O)c1ccc(CNS(=O)(=O)c2ccc3ccccc3c2)cc1	-5%
CCN(CC)S(=O)(=O)c1ccc(NC(=O)c2nn(C)c3c2CSc2ccccc2-3)cc1	-2%
O=S(=O)(Nc1cccc(-c2ccc(N3CCCC3)nn2)c1)c1ccc(F)cc1F	-2%
Cn1c(=O)n(Cc2c(F)cccc2Cl)c(=O)c2c1nc1n2CCN1c1ccc(F)cc1	-3%
COc1ccccc1NC(=O)c1cc(-c2cc(OC)c(OC)c(OC)c2)nc2ccccc12	7%
O=C(CSc1oc(-c2ccccc2)nc1S(=O)(=O)c1ccccc1)c1ccccc1	-3%
CCC1(c2ccccc2)NC(=O)N(CC#N)C1=O (stereo not given)	-7%
CN1C(=O)[C@H]2[C@@H](c3ccc(C(F)(F)F)cc3)N[C@]3(CCCN(Cc4ccc(Cl)cc4)C3=O)[C@H]2C1=O	14%
COc1cccc(C2C(C(=O)Nc3ccccc3)=C(C)Nc3nc(-c4ccccc4)nn32)c1 (stereo not given)	-2%
C[C@H](CO)N1C[C@H](C)[C@@H](CN(C)Cc2ccccc2F)Oc2ncc(Br)cc2C1=O	-1%
Brc1ccc2c(c1)C(C1=NCCN1)c1ccccc1CS2 (stereo not given)	-5%
CC(=O)NN1C(=O)c2ccccc2NC1c1ccccn1 (stereo not given)	1%
Cc1cc(C(=O)Nc2ccc3c(c2)OCCO3)c2ccccc2n1	5%
Cc1nc2c(C(=O)NCCc3ccccc3)c[nH]n2c(=O)c1Cc1ccccc1F	-3%
COc1ccccc1C(=O)n1nc(-c2cccnc2)nc1NCc1ccccc1	-21%&-19%
CCc1ccc(N2C(=O)CC(c3cc(OC)ccc3OC)C3=C2COC3=O)cc1 (stereo not given)	-3%
CCCCN(C)CCCNC(=O)C1CCN(S(=O)(=O)CC)CC1	-6%
CCOC(=O)c1ccc(NC(=O)CC2C(=O)N(c3ccc(C)cc3)C(=O)N2C2CCCCC2)cc1 (stereo not given)	-12%
Cc1ccc(-c2nc(-c3cc4c([nH]c3=O)CC(C)(C)CC4=O)sc2C)cc1	-1%
CCCCCCn1c(=O)n2n(c1=O)[C@@H]1CN(S(=O)(=O)c3ccc(C)cc3)C[C@]1(O)[C@@H](OC(=O)Nc1c(C)noc1C)C2	2%
COC(=O)c1ccc2c(=O)n(CCCCCC(=O)NCc3ccc(Cl)cc3)c(=O)[nH]c2c1	1%
CCN(CC)S(=O)(=O)c1ccc(N2CCOCC2)c(NC(=S)NC(=O)c2ccco2)c1	-7%
Cc1ccc(S(=O)(=O)Nc2cc3c(cc2Cl)n(C)c(=O)c(=O)n3C)cc1	-2%
Cc1ccc(S(=O)(=O)NC(C(=O)N2CCOCCOCCOCC2)c2ccccc2)cc1 (stereo not given)	4%
CCC(Sc1nc2cc(OC)c(OC)cc2c(=O)n1Cc1ccc(Cl)cc1)C(=O)NCCOC (stereo not given)	-1%
CCOC(=O)c1ccc(NC(=O)C(Cc2ccccc2)NS(=O)(=O)c2ccc(Br)s2)cc1 (stereo not given)	-7%
Clc1ccc(-c2ccc(CNCCSc3nnnn3-c3ccccc3)o2)cc1	-16%
Cc1cccc(NC(=O)N2CCC(C(=O)c3ccc(F)cc3)CC2)c1	-17%
CN(C)/N=C/C=C1\CCC/C(=C\c2ccc(F)c(F)c2)C1=O	-21%
CCc1nnc(NC(=O)CC23CC4CC(CC(C4)C2)C3)s1	-2%
Cc1ccc(N2CC(C(=O)Nc3ccc(Cl)cc3Cl)CC2=O)cc1 (stereo not given)	-6%
COc1cccc(NC(=O)CN(C)C(=O)Cn2[nH]c(=O)c3ccccc3c2=O)c1	0%
Cc1ccc(S(=O)(=O)CCSc2n[nH]c(=O)n2-c2ccc3c(c2)OCCO3)cc1	3%
Cc1c(C(N)=O)nnn1-c1ccc(Br)cc1	-3%
O=C(NCCCn1ccnc1)C(=O)NCC1OCCN1S(=O)(=O)c1ccc(F)cc1 (stereo not given)	-1%

Assay outcomes as filed in PubChem BioAssay.

Not all compounds are listed, so the mix of outcomes need not match the whole.
